Assay outcomes from PubChem.
TEAD-YAP inh = TEAD-YAP interaction inhibition, primary screen, TEAD-YAP interaction inhibitor project, luminescence, HEK-TIYL cells. TEAD-Gal4/YAP UAS-luciferase luminescence. inhibition, % at 9.12 µM. actives 1.4% (n = 640,000). AID 1259422, 2018; in the data active = inhibition above about 32%;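 also: 0% = median of test compound wells and 100% = reference inhibitor wells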
GPR151 ag = activators of human GPR151, primary screen, cell-based, PathHunter beta-arrestin, luminescence. G-protein coupled receptor 151 (Homo sapiens), Q8TDV0. actives 1% (n = 650,000). activation, % at 11.2 µM. AID 1508602, 2020. PathHunter beta-arrestin GPR151 cells; in the data active = activation above about 4.9%;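 also: 0% = median of compound wells and 100% = cells with positive control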
MITF inh = MITF inhibitors, primary screen, biochemical, AlphaScreen, human; Microphthalmia-associated transcription factor (Homo sapiens), O75030; AlphaScreen MITF homodimerization, bead proximity signal; inhibition, % at 2.6 µM; actives 0.91% (n = 650,000); AID 1259374, 2018; in the data active = inhibition above about 50%;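 also: 0% = vehicle wells with protein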
FBW7 act = FBW7 E3 ligase activators, primary screen, biochemical, AlphaScreen, human | AlphaScreen FBW7–phospho-cyclin E peptide binding, activator screen | normalized activity (activation), % at 26.1 µM | actives 0.13% (n = 650,000) | AID 1259310, 2017; in the data active = normalized activity above about 1.9%;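 also: purified mutant Fbw7 with reduced substrate affinity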
Target sequence (Q969H0 whole entry, looked up): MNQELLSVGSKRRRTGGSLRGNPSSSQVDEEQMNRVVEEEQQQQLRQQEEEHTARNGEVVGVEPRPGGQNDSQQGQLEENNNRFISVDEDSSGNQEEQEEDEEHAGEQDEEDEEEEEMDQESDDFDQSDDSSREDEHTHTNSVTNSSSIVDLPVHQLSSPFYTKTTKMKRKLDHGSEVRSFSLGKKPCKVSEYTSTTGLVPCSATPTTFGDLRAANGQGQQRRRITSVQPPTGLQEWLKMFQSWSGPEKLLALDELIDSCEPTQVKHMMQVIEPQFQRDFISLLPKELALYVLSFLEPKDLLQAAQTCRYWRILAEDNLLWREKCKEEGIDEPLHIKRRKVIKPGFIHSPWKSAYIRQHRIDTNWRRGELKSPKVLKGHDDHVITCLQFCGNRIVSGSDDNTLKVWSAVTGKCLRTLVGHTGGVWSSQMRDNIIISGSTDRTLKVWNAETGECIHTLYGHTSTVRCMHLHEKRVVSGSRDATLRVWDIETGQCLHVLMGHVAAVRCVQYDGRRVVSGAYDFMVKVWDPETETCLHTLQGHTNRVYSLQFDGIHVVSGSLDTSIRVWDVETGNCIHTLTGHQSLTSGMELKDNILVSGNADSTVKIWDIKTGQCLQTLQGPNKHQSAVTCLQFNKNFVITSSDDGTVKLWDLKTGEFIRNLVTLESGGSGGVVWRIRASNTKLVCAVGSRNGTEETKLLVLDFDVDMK
An asterisk follows results filed as active.

A first look (7 entries):
SMILES	TEAD-YAP inh	GPR151 ag	MITF inh	FBW7 act
O=c1c2ccccc2nc(SCc2c(F)cccc2Cl)n1C1CCCC1	11	-2.1	11	0.2
CN(CC(=O)OCC(=O)C(C)(C)C)S(=O)(=O)c1ccc(Cl)cc1	-10	3.6	0	0.0
CSc1nc2ccc(NC(=O)CCSc3ccccc3)cc2s1	-6	-0.4	9	0.0
Cc1[nH]c2ccccc2c1CCn1c2c(c(=O)[nH]c1=O)C(C(F)(F)F)(C(F)(F)F)N=C(c1cccs1)N2	1	-0.3	-11	0.1
COC(=O)c1c(N)sc(C)c1-c1cccc(Cl)c1	1	6.0*	-5	0.2
O=C(c1ccc(Br)o1)N1CCN(c2ccc(N3CCCCCC3)nn2)CC1	0	-0.1	12	0.0
N#CCN(CC#N)C(=O)c1cccs1	-6	2.8	-1	0.0

Results, from the first entry:
SMILES	TEAD-YAP inh	GPR151 ag	MITF inh	FBW7 act
O=c1c2ccccc2nc(SCc2c(F)cccc2Cl)n1C1CCCC1	11	-2.1	11	0.2
CN(CC(=O)OCC(=O)C(C)(C)C)S(=O)(=O)c1ccc(Cl)cc1	-10	3.6	0	0.0
CSc1nc2ccc(NC(=O)CCSc3ccccc3)cc2s1	-6	-0.4	9	0.0
Cc1[nH]c2ccccc2c1CCn1c2c(c(=O)[nH]c1=O)C(C(F)(F)F)(C(F)(F)F)N=C(c1cccs1)N2	1	-0.3	-11	0.1
COC(=O)c1c(N)sc(C)c1-c1cccc(Cl)c1	1	6.0*	-5	0.2
O=C(c1ccc(Br)o1)N1CCN(c2ccc(N3CCCCCC3)nn2)CC1	0	-0.1	12	0.0
N#CCN(CC#N)C(=O)c1cccs1	-6	2.8	-1	0.0
Cc1ccc2oc(-c3cccc(NC(=O)c4ccc(F)cc4)c3)nc2c1	-24	0.2	-2	-0.1
CCCNC(=O)Cn1c(=O)oc2cc(Cl)ccc21	1	1.3	0	0.0
Cc1ccccc1NC(=O)C1c2cccc[n+]2CC(=O)N1C (stereo not given)	2	-0.1	-7	-0.4
COc1ccc(CNC(=O)c2cnn3c(C(F)(F)F)cc(-c4ccc5c(c4)OCO5)nc23)cc1	1	-0.5	-3	-0.1
Cc1cccc(C)c1OCC(O)CN1CCC(C)CC1 (stereo not given)	6	-0.2	7	-0.1
CC(=O)N(CN1C(=O)c2ccccc2C1=O)c1ccccc1	-8	-0.2	1	0.1
CCOCC(=O)Nc1ccc(S(=O)(=O)NCC2CCCO2)cc1 (stereo not given)	17	0.9	6	-0.1
C/C(=N/NC(=O)c1cc(C)oc1C)c1ccc(F)cc1	-33	-2.3	9	0.1
COc1ccc(/C(C)=N/NC(=O)c2ccc(CN3CCOCC3)cc2)cc1	7	0.8	28	0.6
Cn1cc(C(=O)NCN2CCOCC2)c2ccccc21	1	0.9	2	0.0
COc1cccc(C2=NOC(C(=O)NC(C)C)C2)c1 (stereo not given)	6	0.1	6	0.1
O=C(O)[C@H]1CN(C(=O)CN2CCCC2=O)C[C@@H]1c1ccc(F)cc1	-2	1.9	2	-0.1
O=C(Nc1ccc(-c2nn3cnnc3s2)cc1)c1ccc(Br)o1	5	-0.4	2	0.6
FC(F)(F)c1nc2nncn2c2c1CCCCC2	2	-1.0	8	-0.1
CCOc1ccccc1C(=O)NCc1ccc(C)cc1	-3	-0.9	-22	0.0
O=C(O)c1ccccc1NCc1ccc2c(c1)OCO2	2	-4.2	10	0.9
COC(=O)CN(c1cccc(OC)c1)S(=O)(=O)c1ccccc1	4	0.0	-4	-0.1
CC1=C(C(=O)OCC(C)C)C(c2ccsc2)C2=C(CC(c3cccs3)CC2=O)N1 (stereo not given)	19	-0.2	9	0.1
CC(=O)Nc1cccc2nc(CN3CCC(CO)(CCc4ccccc4)CC3)ccc12	4	2.0	-5	-0.1
COC(=O)c1sc(NC(=O)COc2ccc(Cl)cc2)c(C#N)c1C	6	-1.5	15	0.2
CCOC(=O)c1c(NC(=O)c2ccc(S(=O)(=O)N3CCC(C)CC3)cc2)sc2c1CCN(C(C)=O)C2	9	1.2	-7	0.0
O=C(CCCn1c(SCc2cccc([N+](=O)[O-])c2)nc2ccccc2c1=O)NCc1ccccc1	-1	0.0	4	0.2
O=C(Nc1ccc(F)cc1)NC1CCCCCCC1	-44	-0.9	3	0.1
Cc1ccccc1N1CN(Cc2ccco2)CNC1=S	8	0.6	3	-0.2
O=C(CNC(=O)c1ccco1)Nc1ccc2c(c1)OCO2	-37	-0.3	-5	-0.1
CS(=O)(=O)N1CCN(c2c([N+](=O)[O-])cc(C(F)(F)F)cc2[N+](=O)[O-])CC1	-5	0.5	-7	0.0
O=C(O)/C=C/c1ccc(S(=O)(=O)N2CCC(C(=O)O)CC2)cc1	2	0.8	-2	0.1
COc1ccc(NC(=O)CSc2nc(N)c(C(=O)Nc3ccc(OC)cc3)s2)cc1	-46	0.8	1	-0.2
O=S(=O)(Nc1cc(F)ccc1F)c1cccc2nsnc12	6	0.3	-1	0.1
CCC(=O)N(CCO)Cc1cc2cc(CC)ccc2[nH]c1=O	11	2.0	-16	-0.1
O=C(NCc1cccs1)C(=O)Nc1cc(Cl)cc(Cl)c1	4	0.0	11	0.0
CCOC(=O)N1CCC(NC(=O)C(NC(=O)C2CCCCC2)C(C)C)CC1 (stereo not given)	15	1.1	4	-0.1
COc1ccc(OC)c(N/C(N)=N/c2nc(C)cc(C)n2)c1	18	1.5	-7	-0.1

4 compounds from above, ordered by number of heavy atoms, descending:
SMILES	TEAD-YAP inh	GPR151 ag	MITF inh	FBW7 act
CC1=C(C(=O)OCC(C)C)C(c2ccsc2)C2=C(CC(c3cccs3)CC2=O)N1 (stereo not given)	19	-0.2	9	0.1
COC(=O)c1sc(NC(=O)COc2ccc(Cl)cc2)c(C#N)c1C	6	-1.5	15	0.2
CCOc1ccccc1C(=O)NCc1ccc(C)cc1	-3	-0.9	-22	0.0
CCCNC(=O)Cn1c(=O)oc2cc(Cl)ccc21	1	1.3	0	0.0

Next part
SMILES	TEAD-YAP inh	GPR151 ag	MITF inh	FBW7 act
Cc1ccc(-n2nc3c(c2NC(=O)c2ccc(S(=O)(=O)N4CCOCC4)cc2)CS(=O)(=O)C3)c(C)c1	-2	-1.5	5	0.1
CCCCC(=O)Nc1nnc(-c2cccc([N+](=O)[O-])c2)s1	-6	-1.3	-9	-0.1
CCOC(=O)c1c(NC(=O)CSc2nnc(CNC(=O)c3ccc(OC)cc3)n2-c2ccc([N+](=O)[O-])cc2)sc2c1CCC2	5	-0.5	9	0.2
O=C(NNC(=O)c1cccnc1)c1ccncc1	5	-0.6	-9	-0.1
O=C(Nc1ccccc1Br)C1CCCN(S(=O)(=O)N2CCOCC2)C1 (stereo not given)	2	-0.8	11	-0.1
Cc1ccc(C(=O)OCC(N)=O)cc1C	7	-0.7	7	0.3
O=C(NCCCc1ccccc1)C1CC2CCCN2C12C(=O)Nc1ccccc12 (stereo not given)	9	-1.3	-6	-0.2
CCOc1ccc(S(=O)(=O)NC2CC(C)(C)NC(C)(C)C2)c2ccccc12	-4	-0.6	7	0.0
CCOC(=O)Nc1ccc2c(c1)N(C(=O)CNC(C)C)c1ccccc1CC2	-2	-0.5	24	0.2
O=C1c2ccccc2C(=O)N1c1ccc(Cc2ccncc2)cc1	-6	0.3	7	-0.1
O=C(Nn1cc(C(=O)Nc2ccc(F)c(Cl)c2)c2ccccc2c1=O)c1cnccn1	17	-1.3	15	0.0
O=C(COc1cccc(Br)c1)NNC(=O)CC12CC3CC(CC(C3)C1)C2	-11	-0.3	3	0.1
CCOC(=O)C1=C(C)N=c2s/c(=C\c3ccc(Cl)c(Cl)c3)c(=O)n2C1c1cccc([N+](=O)[O-])c1 (stereo not given)	-3	0.6	15	-0.2
C=CCNC(=O)C1CCN(c2c3c(nc4ncnn24)CCC3)CC1	0	-0.1	10	0.0
CN1CCc2c(sc3c2C(=O)NC(c2cccc(OCc4ccccc4)c2)N3)C1 (stereo not given)	-13	-4.2	0	-0.2
CC(=O)NC1=NN(C(C)=O)C2(S1)C(=O)N(Cc1ccccc1)c1ccc(C)cc12 (stereo not given)	3	-0.7	-5	-0.1
Cc1ccc(-c2cc(C(=O)Nc3cccnc3)c3cc(Br)ccc3n2)o1	-2	6.5*	-5	-0.1
COc1cc(OC)cc(C(=O)Nc2c3c(nn2-c2ccccc2)CSC3)c1	8	0.2	3	0.0
CCN1CCN(c2cc(F)cc(-c3ccnc(Nc4ccc(-n5cnc(C(F)(F)F)n5)cc4)n3)c2)CC1	0	-1.8	15	0.6
Cc1cc(C)cc(NC(=O)N2CCc3nc4cccc(C)n4c(=O)c3C2)c1	4	-1.1	2	0.1
CCN(CC)S(=O)(=O)c1ccc(NC(=O)c2cc(Cl)ccc2OC)cc1	0	0.2	-20	0.0
CC(C)CCN1CC[C@@H]2[C@H](CCCN2C(=O)Cc2cscn2)C1	10	-0.4	6	0.0
COc1ccccc1C(=O)NC1(C(F)(F)F)C(=O)N(Cc2ccccc2)C(C)=C1C(C)=O (stereo not given)	11	1.0	-2	0.1
Cc1[nH]n(-c2ccccc2)c(=O)c1/C=C1\C=c2cccc(C)c2=NC1=O	0	0.6	-4	-0.3
Cc1ccccc1C(=O)NC(C)c1n[nH]c(=S)n1C (stereo not given)	1	0.9	-5	0.0
O=[N+]([O-])c1cc([N+](=O)[O-])c2cnn(CN3CCCOC3)c2c1	-6	1.0	-9	0.1
C=CCOc1ccc(/C=N/NC(=O)CSc2nc(C)cc(C)n2)cc1	11	2.7	14	0.0
COc1cccc2cc(C(N)=O)/c(=N/c3sc4c(c3C(N)=O)CCCC4)oc12	1	0.7	-1	-0.1
CCCOc1ccc(C2C(C(=O)OC(C)CC)=C(C)NC3=C2C(=O)CC(c2ccc(OC)cc2)C3)cc1OC (stereo not given)	1	0.9	-9	0.1
O=C(CSc1ccc(F)cc1)Nc1nc(-c2ccc(F)cc2)cs1	12	7.7*	3	0.3
CN1CCOc2cc(S(=O)(=O)NCc3ccccc3)ccc21	8	0.1	12	-0.2
CC1=C(C(N)=O)C(c2ccccc2)n2nc(CCCO)nc2N1 (stereo not given)	7	2.8	-6	-0.1
CN(C)c1ccc2sc(SCC(=O)c3ccccc3)nc2c1	-58	-2.2	12	-0.2
CC1=C(C(=O)Nc2ccccn2)C(c2ccc(Br)cc2)NC(=S)N1 (stereo not given)	-48	1.4	6	-0.7
COc1ccc(OC)c(-c2n(C)c3ccccc3[n+]2C)c1	1	-0.5	10	-0.1
C=CCn1c(CCCN2C(=O)c3cccc4cccc(c34)C2=O)nnc1SCC(=O)OCC	-4	-0.2	13	0.1
Cc1cccc(NC(=O)CCC(=O)N/N=C/c2c(O)ccc3ccccc23)c1	9	-0.5	1	0.0
COC(=O)c1sc(S(=O)(=O)Oc2ccccc2NC(C)=O)c(C(=O)OC)c1C	2	1.1	5	0.0
CCn1cnc2sc(C(=O)NCc3ccccc3Cl)c(C)c2c1=O	-15	-0.1	0	0.6
Cc1cccc(NC(=O)C(C(C)C)N2C(=O)c3ccccc3C2=O)c1 (stereo not given)	4	1.2	7	0.2
COC(=O)C1=C(C)OC(N)=C(C#N)C1c1ccc2c(c1)OCO2 (stereo not given)	3	-0.1	3	0.1
CN(C)/C=N/c1sc2c(c1C#N)CCC2	-11	0.3	3	-0.1
COc1cc(C(=O)Nc2sc(C)c(C)c2C(=O)O)cc(OC)c1OC	2	1.4	7	1.1
Cc1ccc(CNC(=O)CN2C(=O)NC(Cc3ccccc3)C2=O)cc1 (stereo not given)	7	-1.5	1	0.5
O=C(CSc1nc(NCCc2ccccc2)c2ccccc2n1)Nc1ccccc1Cl	-9	-0.4	-2	0.0
Cc1ccccc1C(=O)NC(C)c1ccccc1 (stereo not given)	-6	-1.8	5	-0.2
N#Cc1ccccc1OCC(=O)Nc1ccc(Cl)c(C(F)(F)F)c1	-1	0.5	-13	0.1
CCOc1ccc(C(=O)Nc2ccc(S(=O)(=O)N3CCOCC3)cc2)cc1OCC	3	0.9	-12	0.0
CN(C)S(=O)(=O)c1ccc(C(=O)OC2CCCCC2)cc1	-1	-1.4	-9	-0.1
CC1(C)Cc2ccccc2C(C)(C(=O)NN)N1 (stereo not given)	6	2.3	16	0.1
CCCOC(=O)Cn1cnc2sc(C(N)=O)c(C)c2c1=O	0	-0.2	5	0.0
CCOC(=O)COc1ccc(C2NC(C(=O)O)CS2)cc1OC (stereo not given)	4	-1.0	1	0.0
N/C(=N\OC(=O)CCc1ccccc1)c1cccc(Br)c1	5	-0.3	-17	-0.1

Compounds were not picked by outcome; about 3.5% have a hit in one of these screens.
